# Screens (PubChem BioAssay)
# pPAFAH FP inh: inhibitors of human plasma PAF acetylhydrolase (pPAFAH). recombinant pPAFAH, FP-rhodamine probe fluorescence polarization. inhibition, % at 3.39 µM. AID 463082. Q13093. 330,000 tested, 1.5% active;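 active = inhibition above the mean inhibition across the screen plus 3 SD, cut at about 25% in these data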;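 also: inhibitors block binding of the rhodamine activity-based probe so polarization drops; 0% = enzyme with DMSO and 100% = wells lacking pPAFAH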
# PME-1 inh: blocks human protein phosphatase methylesterase 1. Q9Y570. recombinant PME-1, FP-Rh probe fluorescence polarization. inhibition, % at 5.9 µM. 320,000 tested, 0.53% active;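 active = inhibition above the campaign mean of all compounds plus 3 SD, cut at about 26% in these data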;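 also: competitive labeling of PME-1 active site by serine hydrolase directed probe; 0% = PME-1 with DMSO and 100% = wells lacking PME-1 enzyme; inhibitors block probe labeling so polarization falls and inhibition rises; many of its hits are not listed in these tables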
# LYPLA2 counter: LYPLA2 (human) inhibition in PME1 counter-screen | O95372 | inhibition, % at 5.9 µM | 320,000 tested, 0.38% active | recombinant LYPLA2, FP-Rh probe fluorescence polarization;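 active = inhibition above the screen-wide mean plus 3 SD, limit set per campaign, cut at about 26% in these data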;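 also: 0% = LYPLA2 with DMSO and 100% = wells lacking LYPLA2 enzyme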
# PAD4 inh: PAD4 (human) enzyme inhibition | 330,000 tested, 0.41% active | inhibition, % at 6.36 µM | AID 485272 | recombinant PAD4, RCA probe fluorescence polarization;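 active = percent inhibition above a cutoff equal to the mean of all tested compounds plus 3 SD, cut at about 15% in these data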;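 also: 0% = PAD4 with RCA probe and DMSO and 100% = probe without PAD4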
# PREPL inh: human PREPL enzyme inhibition; recombinant PREPL, fluorescence polarization activity-based probe; inhibition, % at 5.96 µM; 320,000 tested, 0.68% active; in the data active = inhibition above about 43%;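 also: 0% = enzyme with DMSO and 100% = wells lacking enzyme; many of its hits are not listed in these tables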
# Target sequence (Q4J6C6 whole entry, looked up): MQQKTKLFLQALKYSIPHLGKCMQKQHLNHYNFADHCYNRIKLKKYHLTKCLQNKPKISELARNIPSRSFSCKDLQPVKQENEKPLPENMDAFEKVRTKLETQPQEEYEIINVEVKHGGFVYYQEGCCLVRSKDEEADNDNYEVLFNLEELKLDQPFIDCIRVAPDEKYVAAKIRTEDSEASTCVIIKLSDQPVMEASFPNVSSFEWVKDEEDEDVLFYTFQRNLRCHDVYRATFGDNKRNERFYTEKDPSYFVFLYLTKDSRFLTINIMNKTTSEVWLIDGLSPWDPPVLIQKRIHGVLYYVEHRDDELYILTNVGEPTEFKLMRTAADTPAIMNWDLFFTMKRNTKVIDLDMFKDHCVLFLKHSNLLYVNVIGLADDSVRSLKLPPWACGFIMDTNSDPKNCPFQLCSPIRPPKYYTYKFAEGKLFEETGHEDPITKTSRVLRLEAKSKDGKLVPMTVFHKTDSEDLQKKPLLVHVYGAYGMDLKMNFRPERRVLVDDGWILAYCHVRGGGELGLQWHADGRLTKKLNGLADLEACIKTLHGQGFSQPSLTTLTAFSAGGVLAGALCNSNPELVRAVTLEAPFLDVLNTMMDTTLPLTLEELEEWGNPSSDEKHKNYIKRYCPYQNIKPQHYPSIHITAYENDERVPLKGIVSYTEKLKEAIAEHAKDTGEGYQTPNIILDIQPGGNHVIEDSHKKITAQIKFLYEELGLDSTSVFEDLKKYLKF
# PAFAH1B2 FP inh: PAFAH1B2 (human) inhibition; P68402; recombinant PAFAH1B2, FP-rhodamine activity probe, fluorescence polarization; inhibition, % at 3.39 µM; 340,000 tested, 1.2% active; AID 492953;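 active = inhibition above the mean of all tested compounds plus 3 SD, cut at about 24% in these data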;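 also: 0% = enzyme with DMSO and 100% = wells lacking PAFAH1B2; many of its hits are not listed in these tables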
# LYPLA1 inh: counter-screen for PME1 inhibitors: inhibitors of human LYPLA1; 320,000 tested, 0.16% active; O75608; AID 2174; recombinant LYPLA1, FP-Rh probe fluorescence polarization; inhibition, % at 5.9 µM;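 active = inhibition above the mean of all tested compounds plus 3 SD, set per campaign, cut at about 14% in these data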;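 also: inhibitors block serine hydrolase probe labeling of LYPLA1 so polarization falls; 0% = enzyme with DMSO and 100% = wells lacking LYPLA1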
# PAFAH1B3 inh: blocks human PAF acetylhydrolase 1B catalytic subunit 3; inhibition, % at 3.39 µM; Q15102; recombinant PAFAH1B3, FP-rhodamine probe, fluorescence polarization; AID 492972; 340,000 tested, 0.28% active;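 active = inhibition above the screen-wide average of all tested compounds plus 3 SD, cut at about 25% in these data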;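 also: 0% = enzyme with DMSO only and 100% = wells lacking PAFAH1B3 protein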
# GSTO1 inh: counter-screen for RBBP9 inhibitors: inhibitors of human GSTO1. recombinant GSTO1, activity-based probe fluorescence polarization. inhibition, % at 5.96 µM. 300,000 tested, 1.1% active. AID 1974;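 active = inhibition above the campaign mean inhibition plus 3 SD, cut at about 35% in these data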;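 also: 0% = GSTO1-1 with DMSO and 100% = wells lacking GSTO1-1 enzyme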
# Target sequence (P78417 whole entry, looked up): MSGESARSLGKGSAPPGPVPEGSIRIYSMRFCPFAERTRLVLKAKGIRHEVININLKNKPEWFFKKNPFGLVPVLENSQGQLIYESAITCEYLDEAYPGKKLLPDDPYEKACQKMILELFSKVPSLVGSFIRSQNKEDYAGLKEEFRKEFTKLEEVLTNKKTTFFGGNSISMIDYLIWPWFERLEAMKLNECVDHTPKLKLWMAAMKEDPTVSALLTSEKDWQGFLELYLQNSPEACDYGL
# * hit, by the source's call; · = no result given. The list is partial; count on the stated rates, not on these rows.
SMILES,pPAFAH FP inh,PME-1 inh,LYPLA2 counter,PAD4 inh,PREPL inh,PAFAH1B2 FP inh,LYPLA1 inh,PAFAH1B3 inh,GSTO1 inh
O=C(Nc1ccccc1N1CCOCC1)c1ccccc1NS(=O)(=O)c1ccc(F)c(F)c1,7,3,7,-1,15,4,4,4,-10
CC(C)N(CC#CC(O)(c1ccccc1)c1ccccc1)CCO,3,9,-2,-2,-1,5,-1,10,13
COc1cccc(NC(=O)C2CCCN2C(=O)NC2CCCCC2)c1 (stereo unspecified),0,3,0,-3,5,3,-1,4,1
O=C(COC(=O)c1cccnc1Cl)NC(=O)c1ccc(OC(F)F)cc1,1,·,·,2,-3,5,·,7,·
CCOc1ccc(C(=O)NC(=S)Nc2ccc(NC(=O)C(C)C)cc2)cc1[N+](=O)[O-],3,0,19,-1,0,3,2,4,4
Cc1cccc(C)c1NC(=O)c1cc(S(=O)(=O)N2CCOCC2)cn1C,3,1,1,7,2,2,3,8,-3
CCOC(=O)N1CCN(S(=O)(=O)c2ccc3c(c2)CCN3C(=O)CC)CC1,6,0,2,3,-5,-1,-1,10,1
C=CCN1C(=O)c2ccc(C(=O)N3CCN(S(=O)(=O)c4ccc(C(C)C)cc4)CC3)cc2C1=O,0,-5,-4,-1,-8,1,-3,8,12
CCC(C)(C)n1nnnc1C(c1cccnc1)N1CCCC(C)C1 (stereo unspecified),2,2,-8,0,6,2,-3,2,3
COC(=O)C/C=C/[C@@H](C)[C@@H](/C=N/OC[C@@H](C)[C@H](OCc1ccccc1)C(C)C)NS(=O)(=O)c1ccc(C)cc1,6,-12,-10,0,-5,·,-5,·,-1
CN(C(=O)c1ccco1)c1nc(-c2ccc(Cl)cc2)cs1,-2,-6,-2,1,-3,5,1,6,2
CCOc1ccccc1NC(=O)CSc1nnc(-c2cnccn2)n1CC,-2,-1,1,-1,2,7,-3,4,-5
COc1cccc(OC)c1C(=O)OCC(=O)NCCCc1ccccc1,6,3,3,4,5,9,2,-3,-1
CC[C@@H](C)[C@H](NC(=O)CNC(=O)Cc1c(C)c2c(cc(C)c3c(C)coc32)oc1=O)C(=O)O,4,-6,1,1,1,-2,1,12,3
Cc1cc(C)c(S(=O)(=O)NCC(c2ccco2)N2CCc3ccccc3C2)c(C)c1 (stereo unspecified),6,-2,0,-1,-8,-1,-2,9,2
Cc1nc(N)sc1Cc1ccc2c(c1)OCO2,8,-2,5,-2,10,4,-1,9,5
NNC(=O)c1ccc(Cl)cc1Cl,6,-7,-3,0,7,0,0,-1,4
CC(=O)Nc1ccccc1-c1nc2ccc(C(=O)N3CCN(c4cc(C)ccc4C)CC3)cc2[nH]c1=O,-9,-8,-1,1,-4,6,1,7,2
Cc1ccc(S(=O)(=O)NNC(=O)Nc2cccc(C)c2C)c(C)c1,6,12,3,1,-16,3,1,-5,5
O=C(Nc1ccccc1)Nc1nnc(-c2cccs2)s1,2,-15,4,-3,17,4,0,1,-5
COCCNC(=O)CCCCCN1C(=O)CCC1=O,2,2,0,-2,1,4,-2,-5,2
COc1ccc(Nc2nc(-c3ccccc3)nc3ccccc23)c(OC)c1,9,4,-5,-2,17,9,-2,9,-8
O=C(NCC(c1ccc(F)cc1)N1CCOCC1)c1nn(-c2ccccc2)c(=O)c2ccccc12 (stereo unspecified),-8,-6,-5,2,8,-7,-3,4,·
Cc1ccc(CNC(=O)Nc2ccc(C)cc2)cc1,5,-2,-3,0,-6,-2,-2,11,14

# Another view of some results above.
mol | pPAFAH FP inh | PME-1 inh | LYPLA2 counter | PAD4 inh | PREPL inh | PAFAH1B2 FP inh | LYPLA1 inh | PAFAH1B3 inh | GSTO1 inh
O=C(COC(=O)c1cccnc1Cl)NC(=O)c1ccc(OC(F)F)cc1 | 1 | · | · | 2 | -3 | 5 | · | 7 | ·
CCOc1ccc(C(=O)NC(=S)Nc2ccc(NC(=O)C(C)C)cc2)cc1[N+](=O)[O-] | 3 | 0 | 19 | -1 | 0 | 3 | 2 | 4 | 4
Cc1cccc(C)c1NC(=O)c1cc(S(=O)(=O)N2CCOCC2)cn1C | 3 | 1 | 1 | 7 | 2 | 2 | 3 | 8 | -3
CCOC(=O)N1CCN(S(=O)(=O)c2ccc3c(c2)CCN3C(=O)CC)CC1 | 6 | 0 | 2 | 3 | -5 | -1 | -1 | 10 | 1

# Next structures follow:
SMILES,pPAFAH FP inh,PME-1 inh,LYPLA2 counter,PAD4 inh,PREPL inh,PAFAH1B2 FP inh,LYPLA1 inh,PAFAH1B3 inh,GSTO1 inh
COc1ccc2nc(SCC(=O)N(C)C3CCCCC3)[nH]c2c1,1,1,2,3,-1,-3,-5,5,·
COc1ccc([N+](=O)[O-])cc1NC(=O)CSc1ccccc1,10,2,-6,1,-2,5,-1,6,6
CC(=O)c1cccc(NC(=O)CSc2n[nH]c(-c3ccncc3)n2)c1,-1,-10,8,3,20,4,-2,3,·
CN1CCN(CCNC(=O)Nc2ccccc2C(F)(F)F)CC1,-5,-5,-4,-6,-6,-2,0,1,5
O=C(c1ccc2c(c1)OCO2)C1CCCN(C2CCN(CCc3ccccc3)CC2)C1 (stereo unspecified),0,1,18,2,3,1,0,9,2
O=[N+]([O-])c1ccc(Nc2cccc(F)c2)nc1,0,4,24,-2,16,5,4,12,-5
Cc1ccc(C(=O)NCC(=O)OCC(=O)Nc2ccc(Cl)cn2)cc1,7,-2,5,3,1,-6,0,8,·
COc1ccc(CCCc2nnc(SCC(=O)Nc3ccc(C)c(C)c3)o2)cc1,-2,-1,4,0,-19,11,3,12,4
O=C1CC(c2ccc(O)cc2)Oc2ccccc21 (stereo unspecified),1,-5,8,5,10,2,3,3,·
Cc1cnc2ncc3sccc3c2c1,-3,-2,1,-4,-5,-3,-3,15,1
Cc1ccc(S(=O)(=O)n2nc(C)c(S(=O)(=O)N3CCCCC3)c2C)cc1,8,-4,2,-5,3,3,0,6,0
CCC1=C2CC[C@H]3C(=O)N(CC(=O)OC)C(=O)[C@H]3[C@H]2[C@@]2(C)C(=NCC(=O)OC)OC(=O)N2C1=O,8,-2,0,-6,-52,1,0,9,3

# Quoted at random: four records from the list.
SMILES,pPAFAH FP inh,PME-1 inh,LYPLA2 counter,PAD4 inh,PREPL inh,PAFAH1B2 FP inh,LYPLA1 inh,PAFAH1B3 inh,GSTO1 inh
Cc1ccc(S(=O)(=O)n2nc(C)c(S(=O)(=O)N3CCCCC3)c2C)cc1,8,-4,2,-5,3,3,0,6,0
COc1ccc([N+](=O)[O-])cc1NC(=O)CSc1ccccc1,10,2,-6,1,-2,5,-1,6,6
O=[N+]([O-])c1ccc(Nc2cccc(F)c2)nc1,0,4,24,-2,16,5,4,12,-5
O=C1CC(c2ccc(O)cc2)Oc2ccccc21 (stereo unspecified),1,-5,8,5,10,2,3,3,·

# An excerpt of these results, with bars between the fields:
Molecule | pPAFAH FP inh | PME-1 inh | LYPLA2 counter | PAD4 inh | PREPL inh | PAFAH1B2 FP inh | LYPLA1 inh | PAFAH1B3 inh | GSTO1 inh
Cc1ccc(S(=O)(=O)n2nc(C)c(S(=O)(=O)N3CCCCC3)c2C)cc1 | 8 | -4 | 2 | -5 | 3 | 3 | 0 | 6 | 0
CCC1=C2CC[C@H]3C(=O)N(CC(=O)OC)C(=O)[C@H]3[C@H]2[C@@]2(C)C(=NCC(=O)OC)OC(=O)N2C1=O | 8 | -2 | 0 | -6 | -52 | 1 | 0 | 9 | 3

# Carrying on.
SMILES,pPAFAH FP inh,PME-1 inh,LYPLA2 counter,PAD4 inh,PREPL inh,PAFAH1B2 FP inh,LYPLA1 inh,PAFAH1B3 inh,GSTO1 inh
[O-]/C(=C(\C(=S)NCc1ccco1)[n+]1ccccc1)c1ccccc1Br,21,6,7,-3,18,1,0,8,23
C#CCOC(=O)C(NC(=O)c1ccccc1)=C(C)C,0,-3,-6,-2,2,-2,0,1,-2
CCOc1ccc(N2C(=O)CN=C2Nc2ccccc2F)cc1,-1,-7,8,-6,19,4,-1,5,-1
COCCN=C1NN=C(c2ccc(NC(C)=O)cc2)CS1,1,-1,-1,8,12,-3,3,-1,7
O=C1C(=O)N(Cc2ccccc2)C(c2cccc(O)c2)/C1=C(\O)c1ccc2c(c1)OCCO2 (stereo unspecified),6,0,7,-4,-3,3,4,-1,0
CCCn1c(=O)[nH]c(=O)c2c1nc(-c1cc([N+](=O)[O-])ccc1Cl)n2CCOC,-3,-3,1,3,6,4,2,-1,5
COc1ccc(CC(=O)NCCS(=O)(=O)N2CCN(c3ccccc3OC)CC2)cc1,5,-4,-5,3,-6,4,1,10,10
Cc1cc(F)ccc1NS(=O)(=O)c1c(C(=O)N2CCOCC2)c(C)n(C)c1C,2,-2,0,-1,4,4,0,10,4
O=C(CCN1C(=O)[C@@H]2Cc3ccccc3CN2C1=O)NCc1ccc(Cl)cc1,4,-6,-1,0,-11,11,-2,2,-4
COc1ccc(CCNC(=O)Cn2nc(C)n3nc(-c4ccccc4)cc3c2=O)cc1OC,0,-2,2,4,10,1,-3,1,3
O=c1[nH]c2ccc(NC(=S)NCc3ccccc3)cc2[nH]1,-7,5,-13,1,5,0,-4,6,7
CCn1cc(C(=O)NCc2ccccc2Cl)cn1,5,-5,-4,-3,6,5,0,8,-4
C#CCn1c(=NC(=O)CSC(C)=O)sc2cc(F)ccc21,2,4,7,-2,9,5,1,5,0
CCC(=O)NNc1ncnc2c1cnn2-c1cccc(C)c1,3,5,-1,-6,3,1,2,3,4
COC(=O)c1ccccc1NC(=O)COC(=O)c1ccc(C)c(NC(=O)c2ccco2)c1,-2,1,-4,5,5,3,-6,2,0
NC(=S)Nc1ccc2cc[nH]c2c1,6,-2,0,-1,4,-1,-2,7,4
CCn1nc(CC(C)C)cc1C(=O)N1CCCC(Nc2ccc(OC)cc2)C1 (stereo unspecified),3,-3,7,-2,15,-3,2,0,-5
CCc1cccc(C)c1NC(=O)CN(C)Cc1ccc(Br)cc1,-1,4,7,1,-9,14,-4,5,11
O=C(NC(=S)Nc1ccccc1N1CCOCC1)c1ccc(-c2cc(Cl)ccc2Cl)o1,1,-5,4,1,3,4,-1,18,3
O=C(Nc1ccc2c(c1)OCO2)C1CCN(Cc2cc3c(cc2O)OCO3)CC1,9,-3,-3,3,12,0,-2,5,25
O=c1cc(CN2CCN(c3ccccc3F)CC2)c2cc(O)c(-c3ccccc3)cc2o1,4,10,-5,3,1,-5,-5,-9,6
Cc1ccc(-n2c(=O)c3c(n4cnnc24)-c2ccccc2CC32CCCCC2)cc1,0,0,8,3,5,21,-1,4,10
CS(=O)(=O)N(CC(=O)N1CCCC1)c1cc(Cl)ccc1Cl,0,4,-3,-1,-5,1,-2,5,6
COc1ccc(-c2cc3nc(C)c(CCC(=O)NC(C)CCc4ccco4)c(C)n3n2)c(OC)c1 (stereo unspecified),0,-1,5,2,16,-1,-3,0,5
CCOC(=O)c1ccc(CNC(=O)C2CCC(=O)N(Cc3cccc(OC)c3)C2)o1 (stereo unspecified),0,11,2,1,15,3,1,4,6
CCOC(=O)c1cc(NC(=O)Nc2ccc(Br)cc2)c(C)nc1C,0,-24,-23,-4,-1,-5,-19,-5,-19
CC(C)NC(=O)CN1CCC(c2nc3ccccc3[nH]2)CC1,2,0,5,2,10,5,2,3,1
CCC(C)c1ccc(NC(=O)COc2c(F)c(F)c(C(F)(F)F)c(F)c2F)cc1 (stereo unspecified),5,-4,0,1,2,2,0,8,11
